High-throughput results as filed in PubChem BioAssay.
GSK3beta inhib = inhibitors of human GSK3beta kinase; P49841; GST-GSK3beta kinase, ADP-Glo luminescence, 60 min; stronger effect = lower value; activity score (negative = inhibition), % at 10 µM; actives 0.038% (n = 300,000); AID 2097;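 active = more than half of replicate wells score below -50%, meaning over 50% inhibition versus plate controls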;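 also: 0% = median DMSO wells and -100% = median GW8510 positive control wells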
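Assay system: GST-tagged human GSK3beta kinase, cell-free; Input: 1.6 ng GSK3beta; Medium: Tris/MgCl2 kinase buffer; Timing: 60 min enzyme reaction, room temperature; Signal: ADP-Glo luminescence quantifying ADP generated by kinase; Evaluation: score relative to plate controls; Benchmarks: DMSO neutral wells and GW8510 at 20 µM as positive.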
AI-2 QS modul = modulates the Vibrio harveyi AI-2 quorum sensing system | Vibrio harveyi JMH597 AI-2 luminescence/OD600 ratio, 9 h; stronger effect = lower value; strain lacks LuxN and CqsS sensors; 0 = neutral-control median | activity change, % at 7.5 µM | actives 0.4% (n = 300,000); in the data active = activity change below about -75%, passing the limit was not always enough;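 also: luminescence divided by OD600 gain over 9 h not by final OD600 alone; inactives centre near 13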
HSP90 refold inh = blocks HSP90-mediated luciferase refolding in reticulocyte lysate | Rabbit reticulocyte lysate, luciferase refolding luminescence, 3 h | inhibition, % at 5.6 µM | actives 0.91% (n = 290,000);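 active = inhibition above the screen-wide mean plus 3 SD, computed separately per campaign, cut at about 16% in these data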;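 also: 0% = DMSO wells and 100% = 60 µM geldanamycin wells; inhibitors lower the luminescence because luciferase stays unfolded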
HSF1 inhib = HSF1 inhibition. activity change, negative = inhibition, % at 7.5 µM (by protocol). NIH3T3-HGL HSE-luciferase, MG132-induced, luminescence 8 h; stronger effect = lower value. actives 0.77% (n = 300,000);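 active = more than half of replicate wells show activity change below -50%, luminescence cut by over half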;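 also: luciferase reports HSF-1 transcriptional activity via heat shock element; 0% = median of DMSO wells and -100% = zero luminescence signal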
GSK3A inh = inhibitors of human GSK-3 alpha kinase | P49840 | ADP-Glo luminescence, 60 min | inhibition, % at 10 µM | actives 0.1% (n = 320,000) | AID 2650;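 in the data active = inhibition above about 50%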;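 also: GST-tagged GSK-3 alpha with peptide substrate and 25 µM ATP; 0% = DMSO neutral wells and 100% = GW8510 positive control wells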
Target sequence (P49840 whole entry, looked up): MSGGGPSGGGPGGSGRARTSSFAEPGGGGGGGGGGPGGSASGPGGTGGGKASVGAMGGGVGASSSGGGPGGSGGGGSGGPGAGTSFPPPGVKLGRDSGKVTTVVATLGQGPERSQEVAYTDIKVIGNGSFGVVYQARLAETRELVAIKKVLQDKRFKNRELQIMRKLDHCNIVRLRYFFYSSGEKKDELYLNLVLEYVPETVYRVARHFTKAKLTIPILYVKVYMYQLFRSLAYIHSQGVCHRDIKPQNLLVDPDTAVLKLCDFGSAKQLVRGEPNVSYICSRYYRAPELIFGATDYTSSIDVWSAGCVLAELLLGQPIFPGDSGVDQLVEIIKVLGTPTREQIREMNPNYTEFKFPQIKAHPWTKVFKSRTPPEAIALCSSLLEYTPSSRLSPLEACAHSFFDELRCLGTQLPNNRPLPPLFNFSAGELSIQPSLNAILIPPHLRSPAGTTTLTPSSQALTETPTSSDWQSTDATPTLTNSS
DYRK1A inh = blocks rat Dyrk1A kinase activity; ADP-Glo luminescence, NFATc1 peptide; AID 504441; inhibition, % at 12.5 µM; actives 0.43% (n = 310,000); in the data active = inhibition above about 50%;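 also: plate controls were vehicle with enzyme for no effect and no enzyme for full effect; many of its hits are not listed in these tables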
PolyA inh = inhibitors of polyadenylation in S. cerevisiae; actives 0.02% (n = 300,000); calls only at 12 µM; S. cerevisiae SKY197-pL101 polyadenylation reporter, beta-gal luminescence; efflux-impaired pdr1/pdr3 knockout yeast; score 100 = 6 SD above DMSO; AID 1875;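 active = lowest replicate activity score at least 50, where 100 means six control SD above control mean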;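 also: yeast exposed to compound for 9 h at 30 °C; higher score means more reporter readthrough which indicates perturbed polyadenylation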
HDAC3 inh = inhibitors of human histone deacetylase 3 | recombinant HDAC3, fluorogenic peptide/trypsin coupled, fluorescence | inhibition, % at 8.3 µM | actives 0.15% (n = 320,000) | AID 2718; in the data active = inhibition above about 26%, passing the limit was not always enough
Target sequence (O15379 whole entry, looked up): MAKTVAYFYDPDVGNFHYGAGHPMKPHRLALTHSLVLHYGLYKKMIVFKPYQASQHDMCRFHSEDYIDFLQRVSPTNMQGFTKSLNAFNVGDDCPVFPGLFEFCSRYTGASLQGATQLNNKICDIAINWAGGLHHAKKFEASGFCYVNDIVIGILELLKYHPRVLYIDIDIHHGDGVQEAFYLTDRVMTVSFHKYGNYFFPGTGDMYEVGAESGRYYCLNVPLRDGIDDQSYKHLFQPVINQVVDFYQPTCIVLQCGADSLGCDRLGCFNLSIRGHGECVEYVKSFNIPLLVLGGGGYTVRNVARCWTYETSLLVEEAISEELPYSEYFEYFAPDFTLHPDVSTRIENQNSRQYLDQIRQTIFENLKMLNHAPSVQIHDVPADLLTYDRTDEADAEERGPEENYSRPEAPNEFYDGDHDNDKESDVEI
HSF1 activator = increases HSF-1 driven luciferase reporter signal; activation, % at 9 µM; actives 1.7% (n = 300,000); AID 504408; NIH3T3-HGL HSF-1 luciferase reporter, MG132, 8 h; 100% = twice DMSO control signal;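 active = mean replicate activation of at least 50% with a set share of replicates each reaching 50%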;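 also: 0% = median of the neutral control wells and 100% = twice that signal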
Platelet DG rel = modulates dense granule release in human platelets; actives 0.22% (n = 300,000); inhibition, %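 (compounds screened at 7.5 µM in platelet-rich plasma)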; human platelet-rich plasma, SFLLRN dense granule ATP release, luminescence; AID 1663;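 active = mean replicate score, as percent of positive control, at or above 50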
An asterisk follows results filed as active; i = inactive; x = not tested or not shown. A portion of the library. The share of hits here may be higher or lower than overall.

HSP90 refold inh	HSF1 inhib	PolyA inh	DYRK1A inh	HDAC3 inh	Platelet DG rel	GSK3A inh	AI-2 QS modul	HSF1 activator	GSK3beta inhib	SMILES
-1	-12	i	-2	-2	2	-3	5	-16	-4	COC(=O)c1ccc(NC(=S)NCc2ccco2)cc1
0	3	i	3	3	8	0	9	-2	-9	O=S(=O)(/C=C/c1ccccc1)NC1CCCCCCC1
3	1	i	0	-4	3	-2	10	9	-3	CC(C)OC(=O)CSc1nnc(-c2cnccn2)n1-c1ccc(Cl)cc1
-5	-6	i	-4	16	-1	1	19	-9	-3	COc1ccc(NC(=O)Cc2ccc(Cl)cc2)cc1NC(=O)c1ccco1
x	3	i	-2	0	-19	0	20	7	3	CCOc1ccc(N2CC(NC(=O)c3ccc4ccccc4c3)CC2=O)cc1 (stereo not given)
0	-6	i	x	4	10	3	-12	-1	1	Cc1cccc(OCC(=O)N/N=C/c2cccn2C)c1
0	-1	i	-7	-2	7	-2	x	-9	0	CN(C)C(=O)C1CC(=O)OC12CCCCC2 (stereo not given)
2	-2	i	2	0	1	-1	-2	5	-2	CN(C)C(=O)N1CCC(C(=O)NCc2ccc(F)cc2)CC1
4	2	i	2	3	-18	-1	9	-25	-30	Cc1onc(-c2ccccc2Cl)c1C(=O)NNC(=O)c1ccc(F)cc1
12	-4	i	5	2	-2	-1	22	6	4	COc1ccc2ccccc2c1/C=N/Nc1cccc(C(=O)O)c1
-3	6	i	-3	-1	-1	2	30	3	1	Cn1c(NCc2ccccc2)nc2c1c(=O)n(Cc1ccc(Br)cc1)c(=O)n2C
-4	1	i	1	0	4	5	0	31	2	N#CCCN/N=C(\Cc1nc2ccccc2[nH]1)c1ccccc1
0	3	i	44	1	3	-2	19	-16	2	CC(Nc1nc2ccccc2n2cnnc12)c1ccccc1 (stereo not given)
0	20	i	-1	3	17	-1	29	26	3	CCOC(=O)C1(Cc2cccc(OC)c2)CCCN(C(=O)CCc2cccnc2)C1 (stereo not given)
3	24	i	7	0	10	-1	9	59*	-1	O=c1[nH]c2ccccc2nc1-c1ccc(Cl)cc1
1	6	i	0	0	-19	-2	7	7	-5	COCCOC1CCN(C(=O)C2CCC(=O)N(CCc3ccc(OC)cc3)C2)CC1 (stereo not given)
3	7	i	x	-90	5	1	28	-1	-2	CCC1(CC)Cc2ccccc2-c2nc(NCCCO)[nH]c(=O)c21
0	-7	i	-3	7	2	1	11	-19	3	COc1ccc(CN(CC(=O)NCc2ccc3c(c2)OCO3)C(=O)c2csnn2)cc1
x	-1	i	x	5	3	-2	20	11	0	CCOc1nc(-c2ccccc2)ncc1Oc1ccccc1
-1	7	i	-1	2	23	0	15	15	1	Nc1cc(-c2ccccc2)nn1S(=O)(=O)c1ccc(F)cc1

Arranged by count of non-hydrogen atoms (ascending): part of the list above
HSP90 refold inh	HSF1 inhib	PolyA inh	DYRK1A inh	HDAC3 inh	Platelet DG rel	GSK3A inh	AI-2 QS modul	HSF1 activator	GSK3beta inhib	SMILES
0	-6	i	x	4	10	3	-12	-1	1	Cc1cccc(OCC(=O)N/N=C/c2cccn2C)c1
2	-2	i	2	0	1	-1	-2	5	-2	CN(C)C(=O)N1CCC(C(=O)NCc2ccc(F)cc2)CC1
x	3	i	-2	0	-19	0	20	7	3	CCOc1ccc(N2CC(NC(=O)c3ccc4ccccc4c3)CC2=O)cc1 (stereo not given)
0	20	i	-1	3	17	-1	29	26	3	CCOC(=O)C1(Cc2cccc(OC)c2)CCCN(C(=O)CCc2cccnc2)C1 (stereo not given)

More entries.
HSP90 refold inh	HSF1 inhib	PolyA inh	DYRK1A inh	HDAC3 inh	Platelet DG rel	GSK3A inh	AI-2 QS modul	HSF1 activator	GSK3beta inhib	SMILES
4	0	i	1	9	-5	-2	-92*	-3	1	Cc1cccc(Oc2cnn(C(C)(C)C)c(=O)c2Cl)c1
-2	0	i	0	-2	1	5	22	1	1	COc1ccc(CNC(=O)C2Cc3cc(S(=O)(=O)N4CCCC4)ccc3N2C(C)=O)c(OC)c1 (stereo not given)
-1	-1	i	3	2	-2	-2	13	5	0	Cn1cc(S(=O)(=O)Nc2ccc(Cl)cc2Cl)c(=O)n(C)c1=O
x	-2	i	-2	2	0	0	49	-17	2	CC(O)[C@H]1CNC(=O)C(=O)N1CCc1cc(C(F)(F)F)cc(C(F)(F)F)c1 (stereo not given in full)
3	12	i	3	x	9	x	7	30	1	CCCNC(=O)c1ccccc1NC(=O)c1ccccc1N(C)S(=O)(=O)c1ccc(C)cc1
x	-2	i	-5	6	-2	-1	30	-2	2	CCOC(=O)C1CCCN(S(=O)(=O)c2ccc(Cl)nc2)C1 (stereo not given)
-2	6	i	0	-4	10	-1	5	-7	2	Cc1cc2c3c([nH]c2cc1S(=O)(=O)N1CCC2(CC1)OCCO2)CCCC3=O
-3	0	i	-8	-2	0	2	33	0	-1	CC1CC(CN)CC(CO)C1 (stereo not given)
x	-2	i	-2	-1	11	-13	32	-16	0	Cc1ccc(S(=O)(=O)N(CC(=O)c2ccc(Cl)cc2)C(=O)N2CCN(C)CC2)cc1
-1	0	i	-7	13	0	-1	28	8	0	O=C(CN1C(=O)CSC1=O)c1ccccc1
4	1	i	27	3	0	-2	47	1	-1	O=C(CCCn1c(=O)[nH]c2ccsc2c1=O)NC1CCCCC1
-1	-7	i	-7	-2	5	1	16	-13	2	CCC1Oc2ccc(C)cc2N(CC(=O)N(Cc2ccncc2)Cc2ccco2)C1=O (stereo not given)
-5	-3	i	-1	0	-3	1	40	2	3	CCOC(=O)c1nnc(-c2cccs2)nc1Oc1ccc(Cl)cc1
0	12	i	-6	1	-3	-1	13	7	-3	Cc1cc(NC(=O)/C=C/c2ccc(Br)cc2)no1
4	0	i	3	-17	3	-1	19	-9	2	C=CCNC(=O)NC(=O)COC(=O)/C=C/c1cccc([N+](=O)[O-])c1
1	-3	i	-2	5	0	-2	9	-15	-10	O=C(COC(=O)c1cccc(Br)c1)NCCc1ccc(F)cc1
0	-5	i	x	-1	10	-5	16	-8	-1	Cc1nc(Oc2ccccc2)c2ccsc2n1
0	7	i	1	7	21	-1	32	21	0	CCN(C(=O)COC(=O)c1ccc(F)c(S(=O)(=O)N2CCOCC2)c1)C1CCS(=O)(=O)C1 (stereo not given)
3	2	i	2	0	2	-2	40	-9	2	O=C(Cc1ccccc1)Nn1c(-c2ccccc2F)nc2ccccc2c1=O
-2	-6	i	7	3	0	0	-46	11	1	O=C(Cc1cccs1)Nc1ccc(S(=O)(=O)N2CCCC2)cc1

AI-2 QS modul: entries above that show a hit.
HSP90 refold inh	HSF1 inhib	PolyA inh	DYRK1A inh	HDAC3 inh	Platelet DG rel	GSK3A inh	AI-2 QS modul	HSF1 activator	GSK3beta inhib	SMILES
4	0	i	1	9	-5	-2	-92*	-3	1	Cc1cccc(Oc2cnn(C(C)(C)C)c(=O)c2Cl)c1

(continued)
HSP90 refold inh	HSF1 inhib	PolyA inh	DYRK1A inh	HDAC3 inh	Platelet DG rel	GSK3A inh	AI-2 QS modul	HSF1 activator	GSK3beta inhib	SMILES
1	-1	i	1	4	-3	0	12	2	2	O=C(CC(=O)c1ccccc1)Nc1ccccc1C(F)(F)F
x	-2	i	13	2	4	-2	23	-3	1	CCOc1ccc(S(=O)(=O)Nc2ccc(C(=O)NCC(C)(C)N3CCOCC3)cc2)cc1
-3	16	i	21	4	2	15	0	39	-4	Fc1ccc(NC(=S)Nc2ccc3nccnc3c2)cc1
2	-4	i	-3	-2	9	3	26	-1	5	Cc1ccc(C(c2nnnn2CC2CCCO2)N2CCN(C(=O)c3ccco3)CC2)cc1 (stereo not given)
3	-8	i	1	-13	10	-3	27	-9	2	COc1cccc2cc(-c3n[nH]c(=S)n3C)oc12
0	-4	i	-14	7	5	-5	x	0	x	O=C(N/N=C/c1ccc(O)c(O)c1)c1cccc(S(=O)(=O)N2CCCCC2)c1
7	-7	i	-1	0	11	-3	-4	-17	1	CCC(=O)Nc1ccc(-c2nnc(SCC(=O)N3CCCCC3)n2C)cc1
3	-1	i	0	-2	2	0	14	-7	1	COc1cccc(NC(=O)CSCc2cc(=O)n3ccsc3n2)c1
-1	-9	i	x	10	-8	-3	8	0	2	COC(=O)c1cc(C)nc(Sc2ccccc2NC(C)=O)n1
5	28	i	2	-1	-1	-2	8	65*	1	CC1=C(/C=C/C(=O)O)C(C)(C)CCC1
-3	2	i	2	-6	-4	-3	4	6	5	O=C(/C=C/c1ccc(Cl)c(C(F)(F)F)c1)N1CCN(c2ccccn2)CC1
-3	-4	i	-4	2	18	1	11	5	-1	COc1cc(/C(C)=N\NC(N)=S)cc(OC)c1OC
4	8	i	2	-3	-8	-2	14	7	-4	CCOC(=O)CN1C(=O)/C(=C/c2ccccc2Br)Oc2ccccc21
0	-6	i	2	-2	20	-2	13	3	0	C=CCN1C(=O)c2ccc(C(=O)N3CCC(C(N)=O)CC3)cc2C1=O
x	-2	i	x	1	-1	0	17	-1	-1	Cc1cc(NC(=O)CSCC(=O)Nc2cc(C(F)(F)F)ccc2N2CCCC2)no1
1	-6	i	3	-3	0	2	10	21	-5	CSCC[C@H](NC(=O)NCc1ccc(F)cc1)C(=O)O
-1	-4	i	-1	12	-4	0	x	16	x	CCOc1ccc(C(=O)NCc2ccc3c(c2)OCO3)cc1OCC
4	3	i	5	-1	0	-2	11	8	3	COc1cc(C2N(c3ccccn3)C(=O)C3CCCN32)cc(OC)c1OC (stereo not given)
3	0	i	7	4	1	0	26	11	-1	CCc1cc(C(=O)OC)c(NC(=O)CN2CCN(C(=O)c3ccco3)CC2)s1
-3	8	i	-3	9	-2	0	19	-6	2	CCn1nnc2sc3c(c2c1=O)CCC(C)C3 (stereo not given)
